Bioassay records from PubChem.
NPY2 pot ag: NPY-Y2 potentiators or agonists, primary screen, cell-based | Neuropeptide Y receptor type 2 (Homo sapiens), P49146 | cells expressing NPY-Y2, potentiator/agonist read-out | activation, % at 3.6 µM | 220,000 tested, 0.45% active; in the data active = activation above about 27%;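 note: cells stimulated with NPY near EC25 plus isoproterenol at EC100; 0% = vehicle plus submaximal agonist and 100% = vehicle plus saturating agonist; some results beyond the cut were filed as inactive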
Target sequence (P49146 whole entry, looked up): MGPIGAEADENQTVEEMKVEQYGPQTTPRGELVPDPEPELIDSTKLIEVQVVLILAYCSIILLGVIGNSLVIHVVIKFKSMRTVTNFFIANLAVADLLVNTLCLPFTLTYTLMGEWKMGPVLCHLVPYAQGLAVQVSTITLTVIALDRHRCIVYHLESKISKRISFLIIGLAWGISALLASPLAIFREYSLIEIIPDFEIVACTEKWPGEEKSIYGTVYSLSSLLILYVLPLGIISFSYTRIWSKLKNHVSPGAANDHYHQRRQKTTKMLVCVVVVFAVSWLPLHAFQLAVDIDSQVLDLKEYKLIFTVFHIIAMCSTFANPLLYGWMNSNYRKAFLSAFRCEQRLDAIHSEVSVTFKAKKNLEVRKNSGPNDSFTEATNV
S1P4 antagonist: S1P4 receptor antagonists, primary screen, cell-based | 220,000 tested, 0.26% active | Sphingosine 1-phosphate receptor 4 (Homo sapiens), O95977 | inhibition, % at 4.98 µM | S1P4-expressing cells, antagonist mode, reporter read-out; in the data active = inhibition above about 29%;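 note: 0% = wells stimulated with agonist and 100% = vehicle wells without agonist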
PERK inhibitor: block of dimerizer-induced PERK translation repression, primary screen, PERK inhibitor project, CHO PERK-DD cells, SEAP luminescence, HTS; 220,000 tested, 0.17% active; CHO PERK-DD fusion, SEAP luminescence translation reporter; Eukaryotic translation initiation factor 2-alpha kinase 3 (Homo sapiens), Q9NZJ5; inhibition, % at 5.6 µM; AID 1416, 2008;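 active = inhibition above the mean inhibition of all tested compounds plus 3 SD, set separately per screening campaign, cut at about 2.9% in these data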;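 note: PERK kinase domain activated by AP20187 dimerizer at 100 nM; 0% = DMSO with dimerizer and 100% = rapamycin at 8.4 µM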
Mdm2 ligase inh: MDM2-luciferase reporter signal enhancers, primary screen, MDM2 E3 ligase inhibitor project, cell-based, luminescence, 1536-well; 210,000 tested, 0.11% active; signal enhancement, % at 5 µM; cell-based MDM2 ubiquitination luciferase reporter, 2 h; 0 = plate control, 100 = twice control, blank-subtracted; E3 ubiquitin-protein ligase Mdm2 (Homo sapiens), Q00987;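 active = signal enhancement of 30% or more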;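 note: luminescence tracks abundance of the self-degrading MDM2-luciferase fusion protein; higher signal means inhibition of MDM2 E3 ligase activity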
Target sequence (Q00987 whole entry, looked up, the tested form may be a part): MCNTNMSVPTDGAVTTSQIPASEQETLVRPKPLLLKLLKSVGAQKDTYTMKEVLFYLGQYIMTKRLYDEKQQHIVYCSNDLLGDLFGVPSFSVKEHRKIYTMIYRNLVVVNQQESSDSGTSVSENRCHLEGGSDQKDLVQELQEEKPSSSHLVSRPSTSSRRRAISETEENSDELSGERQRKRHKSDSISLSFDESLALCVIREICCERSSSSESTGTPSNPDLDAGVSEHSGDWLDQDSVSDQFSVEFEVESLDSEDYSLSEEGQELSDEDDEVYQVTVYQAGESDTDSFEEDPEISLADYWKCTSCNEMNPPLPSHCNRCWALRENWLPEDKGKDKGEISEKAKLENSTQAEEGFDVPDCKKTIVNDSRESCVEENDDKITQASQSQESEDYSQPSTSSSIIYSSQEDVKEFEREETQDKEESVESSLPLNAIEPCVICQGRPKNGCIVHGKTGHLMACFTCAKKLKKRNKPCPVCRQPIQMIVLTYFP
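test system = mammalian cells stably expressing self-ubiquitinating, self-degrading MDM2 E3–luciferase fusion | quantity = 2000 cells/well | incubation = cell settling 4 h, compound treatment 2 h, both 37 °C | signal = luminescence with SteadyLite reagent, 15 min at room temperature | evaluation = % enhancement relative to plate controls after blank subtraction | benchmarks = plate controls and plate blanks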
Wee1 degr inh: Wee1 degradation inhibitors, primary screen, cell-based, HeLa, Wee1K328M-luciferase, luminescence; 220,000 tested, 1.2% active; HeLa Luc-Wee1K328M stability; 100% = proteasome inhibitor MG132 effect; reporter increase, % at 5 µM;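 active = activation above the mean of all tested compounds plus 3 SD, set per screening run, cut at about 8.8% in these data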;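 note: cells exposed to compound for 20 h before luminescence read; 0% = DMSO alone and 100% = MG132 at 30 µM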
Ba/F3 V617F tox: reduced viability of JAK2V617F-dependent Ba/F3 cells, primary screen, JAK2V617F inhibitor project, cell-based, Ba/F3 EpoR-JAK2V617F, luminescence | ATP luminescence | inhibition, % at 5.6 µM | 220,000 tested, 1.1% active | AID 1446, 2008;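 active = inhibition above the campaign mean plus 3 SD over all tested compounds, cut at about 24% in these data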;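 note: cytokine-independent growth of Ba/F3 cells driven by EpoR plus mutant JAK2; 0% = DMSO-treated cells and 100% = JAK inhibitor I control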
S1P4 agonist: S1P4 receptor agonists, primary screen, cell-based. Sphingosine 1-phosphate receptor 4 (Homo sapiens), O95977. S1P4-expressing cell line, agonist reporter assay. activation, % at 4.98 µM. 220,000 tested, 0.35% active. AID 1509, 2009; in the data active = activation above about 11%;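 note: 0% = DMSO vehicle and 100% = reference agonist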
BaF3 parental: parental Ba/F3 cell viability inhibition, counter-screen for JAK2V617F inhibitor project, murine pro-B, CellTiter-Glo luminescence; CellTiter-Glo ATP luminescence; inhibition, % at 5.6 µM; 220,000 tested, 1.1% active;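 active = inhibition above a per-campaign cutoff, the mean inhibition of all tested compounds plus 3 SD, cut at about 27% in these data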;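 note: 0% = DMSO wells and 100% = JAK Inhibitor I control wells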
eIF4E 4G PPI: eIF4E–eIF4G protein interaction inhibitors, primary screen, biochemical, uHTS, TR-FRET, eIF4GI fragment | Eukaryotic translation initiation factor 4E (Mus musculus) + Eukaryotic translation … | TR-FRET eIF4E-eIF4GI(517-606) binding, 2 h | inhibition, % at 21.7 µM | 220,000 tested, 0.37% active;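 active = inhibition above about 30%, limit read from the data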;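 note: 0% = full FRET control wells and 100% = background wells lacking eIF4GI fragment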
* marks the source's active call; other numbers are inactive results; . = not tested or not shown; [ ] = dose if it differs, or a comment.

SMILES	NPY2 pot ag	S1P4 antagonist	PERK inhibitor	Mdm2 ligase inh	Wee1 degr inh	Ba/F3 V617F tox	S1P4 agonist	BaF3 parental	eIF4E 4G PPI
CN(C)c1ccc(NC(=O)Cn2c(=O)n(Cc3ccccc3)c(=O)c3ccccc32)cc1	3	1	-0.7	7	3	-3	1.1	-1	-2
CN1CCN(CCCNC(=O)c2nnc(Cc3c(F)cccc3Cl)o2)CC1	2	3	-0.3	-6	-1	-5	0.9	-1	6
COc1cc(C2C(N3C(=O)c4ccccc4C3=O)C(=O)N2c2ccc(C)c(C)c2)cc(OC)c1OC (centres undefined)	5	-16	-0.2	5	0	-1	2.7	6	3[fluorescence artefact?]
O=S(=O)(Cc1ccc(Cl)cc1)NCC1CCCO1 (centres undefined)	1	-10	0.4	-17	-3	3	0.9	5	11
O=C(COC(=O)CCc1nc2ccccc2c(=O)[nH]1)Nc1ccc(Cl)cn1	3	6	-0.6	-11	0	0	-0.6	-3	-3
O=C(C1COc2ccccc2O1)N1CCCC1 (centres undefined)	-1	3	1.8	-11	0	0	2.5	7	-6
FC(F)(F)c1ccccc1-n1c(-c2cnccn2)n[nH]c1=S	0	-9	2.3	-15	-3	2	1.6	1	-7
Cc1ccc(NC(=O)CSCC(=O)O)c(C)c1	21	5	-0.6	-14	-1	2	1.9	10	5
Cc1ccc(C(=O)N/N=C/c2ccc(S(=O)(=O)O)o2)c(Cl)c1	-16	-19	0.3	-6	0	-1	-1.6	-1	-15
CC(C)c1cc(C(=O)Nc2cccc(Cl)c2)no1	-6	-6	0.3	-6	2	-2	-1.4	0	63*[fluorescence artefact?]
COc1ccc(C(=O)NCC(=O)OCC(=O)c2ccc(Cl)cc2)cc1OC	0	-12	1.5	.	1	-2	2.0	5	2
O=C(CN1CCCC1)Nc1cc(C(F)(F)F)cc(C(F)(F)F)c1	6	-10	-0.3	-8	2	0	1.9	0	3
CCOC(=O)NC(C)N1C(=O)C2C3C=CC(C3)C2C1=O (centres undefined)	0	-13	1.1	-1	1	4	-1.2	7	1
COc1ccc(-c2cc(C(F)(F)F)nc(SCC(=O)Nc3cc(C)on3)n2)cc1OC	9	0	-1.8	-8	5	1	-0.2	2	-14
CC(C)c1ccc(N=C(N)N=C(N)N)cc1	1	1	0.9	-7	6	13	0.1	15	-1
CC(=O)OCC(=O)Nc1ccc(C(C)=O)cc1	8	-12	0.5	-2	0	2	-0.9	0	-1
O=C(Nc1csc([N+](=O)[O-])c1)Nc1c(Cl)cccc1Cl	-23	10	-0.5	-8	0	0	0.9	4	3
Cc1ccc(S(=O)(=O)NNC(=O)c2csnn2)cc1	-6	-11	0.8	-12	0	0	0.5	3	4
O=C1/C(=C\c2ccc(Br)o2)SC(=Nc2ccccc2)N1c1ccccc1	7	5	0.2	-17	-1	-4	0.9	-1	6
Cn1c(=O)c2c(nc(N3CCCCC3)n2CCCNC2=NCCCC2)n(C)c1=O	18	-4	1.3	1	-1	-4	-0.8	2	-4
Cn1c(CSCc2ccccc2Cl)n[nH]c1=S	-6	12	0.2	-11	-2	4	5.6	8	-2
CCOC(=O)CN1C(=O)C(O)=C(C(C)=O)C1c1ccc(F)cc1 (centres undefined)	-2	-12	1.2	-14	0	-2	1.1	2	1[fluorescence artefact?]
CCOC(=O)c1cc2c(ccn2C)n1CC(=O)N(C)C	4	-6	1.1	5	-1	1	-0.3	5	-4
C=C(C)Cn1c(Sc2nnc(C)s2)nc2c1c(=O)[nH]c(=O)n2C	-7	-1	-0.2	-12	5	0	-0.3	4	5
O=C(/C=C/c1ccc([N+](=O)[O-])cc1)Nc1ncc([N+](=O)[O-])s1	1	-14	-0.6	-62	22*	4	0.9	0	-6

Structural class, the compounds so far containing a Cl atom.
SMILES	NPY2 pot ag	S1P4 antagonist	PERK inhibitor	Mdm2 ligase inh	Wee1 degr inh	Ba/F3 V617F tox	S1P4 agonist	BaF3 parental	eIF4E 4G PPI
CN1CCN(CCCNC(=O)c2nnc(Cc3c(F)cccc3Cl)o2)CC1	2	3	-0.3	-6	-1	-5	0.9	-1	6
O=S(=O)(Cc1ccc(Cl)cc1)NCC1CCCO1 (centres undefined)	1	-10	0.4	-17	-3	3	0.9	5	11
O=C(COC(=O)CCc1nc2ccccc2c(=O)[nH]1)Nc1ccc(Cl)cn1	3	6	-0.6	-11	0	0	-0.6	-3	-3
Cc1ccc(C(=O)N/N=C/c2ccc(S(=O)(=O)O)o2)c(Cl)c1	-16	-19	0.3	-6	0	-1	-1.6	-1	-15
CC(C)c1cc(C(=O)Nc2cccc(Cl)c2)no1	-6	-6	0.3	-6	2	-2	-1.4	0	63*[fluorescence artefact?]
COc1ccc(C(=O)NCC(=O)OCC(=O)c2ccc(Cl)cc2)cc1OC	0	-12	1.5	.	1	-2	2.0	5	2
O=C(Nc1csc([N+](=O)[O-])c1)Nc1c(Cl)cccc1Cl	-23	10	-0.5	-8	0	0	0.9	4	3
Cn1c(CSCc2ccccc2Cl)n[nH]c1=S	-6	12	0.2	-11	-2	4	5.6	8	-2

Compound profiles, as listed above. Values in the order: NPY2 pot ag	S1P4 antagonist	PERK inhibitor	Mdm2 ligase inh	Wee1 degr inh	Ba/F3 V617F tox	S1P4 agonist	BaF3 parental	eIF4E 4G PPI
`CC(C)c1cc(C(=O)Nc2cccc(Cl)c2)no1` is listed as -6	-6	0.3	-6	2	-2	-1.4	0	63*[fluorescence artefact?]
`CC(C)c1ccc(N=C(N)N=C(N)N)cc1` is listed as 1	1	0.9	-7	6	13	0.1	15	-1

Continued.
SMILES	NPY2 pot ag	S1P4 antagonist	PERK inhibitor	Mdm2 ligase inh	Wee1 degr inh	Ba/F3 V617F tox	S1P4 agonist	BaF3 parental	eIF4E 4G PPI
CCCn1c(SCC(=O)Nc2cccc(S(=O)(=O)N(C)C)c2)nc2ccccc2c1=O	1	-14	-1.2	-7	-1	-3	2.0	-5	0
CCC(C)SCc1nc2ccccc2[nH]1 (centres undefined)	7	-14	0.2	-36	3	-3	-0.3	8	-6
Cc1ccc(NC(=O)c2cc(N3C(=O)C4CC=CCC4C3=O)ccc2N2CCCCC2)cc1 (centres undefined)	3	1	0.9	-8	0	-2	-2.2	5	15
Cc1nc(-c2ccc(NS(C)(=O)=O)cc2)cs1	-19	-5	0.3	-27	-2	-1	-2.3	-1	-3
CC1(C)CC(=O)c2c(noc2-c2ccccc2)C1	-20	-2	1.3	1	-4	2	1.1	4	-2
Cc1cccc(N2CCN(Cc3oc(CO)cc(=O)c3O)CC2)c1C	-5	-8	-0.4	4	2	5	0.1	6	-1
CCOc1ccccc1N(C(=O)CNC(=O)c1ccco1)C(C(=O)NC(C)(C)C)c1ccncc1 (centres undefined)	-1	5	0.0	-3	1	0	-0.1	6	-4[fluorescence artefact?]
CCOc1ccccc1Nc1nnc(SCC(=O)N2CCCC2)s1	7	-15	-1.4	7	8	0	1.0	0	7
c1ccc(N2CCOCCOCCOCCOCC2)cc1	3	-1	1.4	-7	0	-2	1.0	-1	-2
O=C(NNC(=S)NCCc1ccccc1)c1ccc(Br)s1	-16	-17	0.6	-5	1	-2	1.6	1	0
O=C(NCCC1=CCCCC1)NC1CCCCC1	1	-10	0.6	-33	4	-2	-0.4	1	-5
COc1ccc(/C=C(/NC(=O)c2ccc([N+](=O)[O-])cc2)C(=O)NC(C)(C)C)cc1	1	-9	-0.4	-4	-1	3	-1.8	9	2
Cc1nnc(-c2ccccc2)o1	10	13	-0.7	-8	7	2	-0.8	2	-7
Cc1ccc(NC(=O)CSC2=NCCN2)cc1	-1	-2	1.2	-3	-2	-2	4.9	2	4
Cc1ccc(S(=O)(=O)NCc2ccncc2)cc1	20	4	1.3	-6	-3	37*	0.7	47*	5
Cc1nc2ccccn2c1-c1ccnn1S(=O)(=O)c1ccc(F)cc1	-2	-11	-0.8	-13	2	-2	0.4	2	4
Cc1oc(-c2ccccc2Cl)nc1CN(C)C(C)c1ccon1 (centres undefined)	-22	-5	0.2	-8	3	0	-1.2	8	1
O=C(CSc1nc(-c2ccco2)cc(C(F)(F)F)n1)NC1CCCC1	-3	-15	0.0	-13	2	-2	0.4	5	-3
CCC(=O)Nc1cccc(C(=O)c2ccccc2)c1	7	-16	-0.6	-7	3	-5	-0.9	1	-4
CCC(C)NC(=O)CN(C)S(=O)(=O)c1ccc2c(c1)c(=O)n(C)c(=O)n2C (centres undefined)	6	-14	-0.1	-8	-3	-4	-4.5	-1	8
CC(NC(=O)CCSCCC(=O)NC(C)c1ccccc1)c1ccccc1 (centres undefined)	3	-13	0.6	-23	0	-4	-1.5	2	2
CC(=O)NC(c1cccs1)c1cc([N+](=O)[O-])c2cccnc2c1O (centres undefined)	-2	-12	0.6	-13	6	-2	1.6	4	3[fluorescence artefact?]
O=C(COc1ccccc1)Nc1ccc2c(c1)nc1n2CCSC1	-3	-6	0.0	-27	6	0	0.6	4	-7
COc1ccc(-n2cc(-c3ccccc3)c3c(=O)[nH]cnc32)cc1	15	-15	-0.2	-1	-1	-2	2.3	5	-1
CC1=NN(Cc2c(C)nn(Cc3ccccc3)c2C)C(C)(C)C1	-15	-1	0.3	3	-1	1	-2.0	9	4
(more compounds)
SMILES	NPY2 pot ag	S1P4 antagonist	PERK inhibitor	Mdm2 ligase inh	Wee1 degr inh	Ba/F3 V617F tox	S1P4 agonist	BaF3 parental	eIF4E 4G PPI
CN1CCN(C2CCCCCC2)CC1	5	-8	0.4	-6	1	-1	-0.4	3	5
CCN(CC)CCNC(=O)c1ccc(NC(=O)c2ccc(Cl)c(S(=O)(=O)N3CCCCCC3)c2)cc1	-5	-16	-0.9	-26	-3	0	-1.8	3	4
Cc1sc2ncnc(OCC(=O)N3CCN(S(=O)(=O)c4ccccc4)CC3)c2c1C	-11	6	-0.6	-13	-2	1	1.3	3	2[fluorescence artefact?]
CC1CCc2ccccc2N1C(=O)c1cccs1 (centres undefined)	1	-13	1.5	-2	-1	0	0.1	4	-4
COc1cc(/C=C/C(=O)OCC(=O)c2c(N)n(C)c(=O)n(C)c2=O)ccc1OC(F)F	9	-12	2.3	-2	2	1	-1.0	6	-1
COc1cc(OC)c(OC)cc1CN1CCN(S(=O)(=O)c2ccc(F)cc2)CC1	6	1	-0.6	-13	-3	-3	0.6	3	-1
Cc1ccc(-n2cnnn2)cc1Cl	-1	-14	0.2	-18	4	-2	1.2	5	4
